Assay outcomes (PubChem BioAssay)
RXFP1 antag = antagonists of human relaxin receptor RXFP1; activity change, negative = inhibition, % at 57.5 µM; actives 0.59% (n = 350,000); Q9HBX9; HEK293-RXFP1, relaxin-stimulated cAMP HTRF, 30 min; active compounds read low;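 active = activity change of -60% or lower, but not beyond a set lower limit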
Target sequence (Q9HBX9 whole entry, looked up): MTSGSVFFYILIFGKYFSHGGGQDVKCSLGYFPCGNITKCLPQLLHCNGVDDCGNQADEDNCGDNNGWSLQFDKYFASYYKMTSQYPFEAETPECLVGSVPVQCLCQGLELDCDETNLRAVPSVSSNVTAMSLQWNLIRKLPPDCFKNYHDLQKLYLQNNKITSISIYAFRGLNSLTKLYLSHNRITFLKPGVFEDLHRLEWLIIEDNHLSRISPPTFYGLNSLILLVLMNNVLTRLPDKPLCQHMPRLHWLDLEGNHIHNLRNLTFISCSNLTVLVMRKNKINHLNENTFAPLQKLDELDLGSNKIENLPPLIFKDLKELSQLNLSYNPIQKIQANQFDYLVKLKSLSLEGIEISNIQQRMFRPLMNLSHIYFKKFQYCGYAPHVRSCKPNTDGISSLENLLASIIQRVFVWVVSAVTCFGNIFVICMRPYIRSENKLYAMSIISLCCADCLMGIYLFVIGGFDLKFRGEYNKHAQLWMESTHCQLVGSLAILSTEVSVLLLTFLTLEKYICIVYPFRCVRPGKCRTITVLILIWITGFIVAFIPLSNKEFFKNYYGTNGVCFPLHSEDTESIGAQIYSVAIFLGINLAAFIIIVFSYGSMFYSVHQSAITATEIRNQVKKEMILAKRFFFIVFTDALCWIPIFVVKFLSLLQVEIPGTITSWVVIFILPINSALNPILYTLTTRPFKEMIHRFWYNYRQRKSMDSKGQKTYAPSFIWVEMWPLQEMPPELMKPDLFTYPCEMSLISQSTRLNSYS
An asterisk follows results filed as active. % is scaled to controls: 0 for no effect and ±100 for the full control effect. These rows are one share of the data. The share of hits here may be higher or lower than overall.

#	smiles	RXFP1 antag
1	Cc1ccc(S(=O)(=O)N(C)c2ccc(OC(=O)CN3C(=O)NC(C)(c4ccccc4)C3=O)cc2)cc1C (stereo not drawn)	-6
2	S=C1SCCN1Cc1ccccc1	-5
3	CC(C)(C)NC(=O)Cn1nnc(-c2ccccc2NC(=O)c2ccco2)n1	-2
4	O=c1[nH]c2cc([N+](=O)[O-])cc(Cl)c2c2ccccc12	8
5	O=C(Nc1ncc2c(n1)-c1ccccc1OC2)c1ccc(Cl)cc1	1
6	O=C(COC(=O)[C@@H]1CC(O)CN1S(=O)(=O)c1ccc2c(c1)OCCO2)Nc1cc(F)ccc1F (stereo partly drawn)	11
7	Nc1nc(=S)ss1	12
8	COc1ccc(CCNC(=O)c2ccc([N+](=O)[O-])cc2Cl)cc1OC	3
9	COc1ccccc1NS(=O)(=O)c1ccc(C(=O)N2CCN(c3ccccn3)CC2)cc1	-2
10	COc1cc(OC)c(OC)cc1CNC(=O)c1cc(S(=O)(=O)N(C)c2ccccc2OC)ccc1C	-7
11	COc1cc2c3nc4n(c(=O)c3n(CC(=O)N3CCCC3)c2cc1OC)CCS4	13
12	Nc1ccc(CSc2ccccc2)cc1	-12
13	COC(=O)c1ccc(Cl)c(NC(=O)CN(c2ccc(OC)cc2)S(=O)(=O)c2ccccc2)c1	-10
14	Cn1c(N)c(C(=O)CN2CCN(S(=O)(=O)c3ccccc3C#N)CC2)c(=O)n(C)c1=O	-6
15	COc1ccc(S(=O)(=O)N2CCCCC2)cc1NC(=O)Cn1c(=O)cnc2ccccc21	-19
16	O=C(OCc1cn([C@H]2C[C@H](c3ccccc3)N(CC3CCCCC3)C[C@@H]2O)nn1)c1ccccc1	8
17	COC(=O)C1(C)CCCC2(C)C3CCC(C(C)C)C(CO)C3C(CO)CC12 (stereo not drawn)	-36
18	COc1ccc(CNC(=O)COC(=O)C(CCSC)N2C(=O)c3ccccc3C2=O)cc1 (stereo not drawn)	0
19	OC[C@H]1O[C@@H]2O[C@H]3[C@H](O)[C@@H](O)[C@@H](O[C@H]4[C@H](O)[C@@H](O)[C@@H](O[C@H]5[C@H](O)[C@@H](O)[C@@H](O[C@H]6[C@H](O)[C@@H](O)[C@@H](O[C@H]7[C@H](O)[C@@H](O)[C@@H](O[C@H]8[C@H](O)[C@@H](O)[C@@H](O[C@H]1[C@H](O)[C@H]2O)O[C@@H]8CO)O[C@@H]7CO)O[C@@H]6CO)O[C@@H]5CO)O[C@@H]4CO)O[C@@H]3CO	-7
20	Cc1cc(Cl)ccc1OC(C)C(=O)Nc1cccc(S(=O)(=O)N2CCOCC2)c1 (stereo not drawn)	7
21	COCCCn1c(SCc2ccccc2)nc2cc(OC)c(OC)cc2c1=N	6
22	COc1cccc2c1C(=O)c1c(O)c3c(c(O)c1C2=O)CC(O)(C(C)=O)CC3OC1CC(O)C(O)C(C)O1 (stereo not drawn)	-9
23	O[C@@H]1CN(CC2CCCCC2)[C@@H](c2ccccc2)C[C@H]1n1cc(-c2ccc(F)cc2)nn1	-13
24	Nc1ccn(CCCN2CCN(C(=O)C3CC3)CC2)c(=O)n1	6
25	CC1Cc2cc(/C(O)=C3/C(=O)C(=O)N(CCCn4ccnc4)C3c3ccc([N+](=O)[O-])cc3)ccc2O1 (stereo not drawn)	13
26	COc1ccc(S(=O)(=O)N2CCC(C(=O)NCCC(=O)Nc3ccccc3OC)CC2)cc1	-4
27	CC1Cc2ccccc2N1C(=O)COC(=O)c1ccco1 (stereo not drawn)	2
28	CCCc1cc(=O)[nH]c(SCC(=O)N2c3ccccc3CC2C)n1 (stereo not drawn)	-24
29	Cc1cc(=O)oc2c(C)cc(C(C)(C)C)cc12	-11
30	Cc1cc(C)c(S(=O)(=O)N2CCN(C(=O)c3c(C)nn(-c4ccccc4)c3Cl)CC2)c(C)c1	-15
31	CCCCSCc1nc2nc(Cl)c(Cl)nc2[nH]1	0
32	CCOC(=O)C1CCCN(C(=O)c2cccc(S(=O)(=O)NCc3ccccc3)c2)C1 (stereo not drawn)	9
33	O=C(COC(=O)c1ccc([N+](=O)[O-])o1)Nc1ccc(Br)cc1F	13
34	CSc1ncccc1C(=O)OCC(=O)Nc1cccc(S(=O)(=O)N2CCOCC2)c1	3
35	CCOC(=O)c1c(NC(=O)CN2CCN(S(=O)(=O)c3cc(Cl)ccc3Cl)CC2)sc(C(=O)N(C)C)c1C	-20
36	C[C@@H](O)[C@H]1C(=O)N2C(C(=O)O)=C([C@H]3CCCO3)S[C@H]12	-4
37	CN(Cc1ccccc1)Cc1nc2c(c(=O)n(C)c(=O)n2C)n1CCc1ccccc1	-2
38	N#Cc1ccccc1NC(=O)COC(=O)/C=C/c1ccc(S(=O)(=O)N2CCOCC2)cc1	5
39	CSC1(SC2=NCCN2)SC2(NCCN2)S1	-7
40	Cc1cccc(C(=O)NNC(=O)C2CCCO2)c1 (stereo not drawn)	4
41	Cc1ccc(S(=O)(=O)N2C[C@H]3n4c(=O)ccc(=O)n4C[C@H](OC(=O)NCC4CCCCC4)[C@@]3(O)C2)cc1	-10
42	CCOc1cc(C(c2c(O)nc(SC)[nH]c2=O)c2c(O)nc(SC)[nH]c2=O)ccc1O	-9
43	COc1cccc(CN(C)CC(=O)N2CCN(S(=O)(=O)c3ccccc3)CC2)c1	4
44	O=C1NC(=O)C(=Cc2ccc(Cl)cc2Cl)S1	2
45	CCN(CC)C(=O)C1=C(C)N(CCCN2CCCC2=O)C(=O)C(CC(=O)NC2CCCCC2)C1 (stereo not drawn)	-4
46	CCOC(=O)CCc1ccc(NC(=O)/C=C/c2ccc([N+](=O)[O-])o2)cc1	-13
47	N#Cc1c(N)nc2c(c1-c1ccco1)CCCCC2	11
48	COc1ccccc1-c1coc2c(CN3CCN(CCO)CC3)c(O)ccc2c1=O	-5
49	CC1CCCC(CC(N)=O)CC1 (stereo not drawn)	11
50	Cc1cn([C@H]2C[C@H](O)[C@@H](CNC(=O)[C@H](N)Cc3cn(COCc4ccccc4)cn3)O2)c(=O)[nH]c1=O	10

Next part
#	smiles	RXFP1 antag
51	O=C(OCC(COC(=O)c1cccnc1)(COC(=O)c1cccnc1)COC(=O)c1cccnc1)c1cccnc1	3
52	CCCCn1c(=NC(C)=O)c(C#N)cc2c(=O)n3cccc(C)c3nc21	-5
53	C[C@@H]1CN([C@H](C)CO)C(=O)CCCn2cc(nn2)CO[C@H]1CN(C)S(=O)(=O)c1ccccc1C#N	7
54	CC(=O)Nc1ccc(S(=O)(=O)Nc2ccc([N+](=O)[O-])cc2)cc1	-10
55	CN(C)C(CNC(=O)c1cc(S(=O)(=O)N(C)c2ccc(F)cc2)ccc1Cl)c1cccs1 (stereo not drawn)	10
56	Cc1ccc(NC(=O)CSC(C)C(=O)OCc2cc(=O)oc3cc(O)ccc23)cc1 (stereo not drawn)	7
57	COc1ccncc1-c1ccc(C2=CC(=O)CC(C)(C)C2=O)cc1	1
58	[O-][n+]1cccc2cccc(O)c21	12
59	Cc1cc(C(=O)COC(=O)Cc2ccc(Cl)cc2)c(C)n1C	4
60	COc1cnc(SCc2c(Cl)cccc2Cl)nc1Cl	-15
61	CC(=O)CC[N+](C)(C)C	2
62	c1ccc(Oc2cccc(Oc3ccccc3)n2)cc1	-16
63	O=Cc1cccc(OCc2cn(CC(=O)c3ccc(O)cc3)nn2)c1	-1
64	Cc1ccc(S(=O)(=O)NN2CCCCCC2)cc1	10
65	COc1ccc(S(=O)(=O)N2CCOCC2)cc1C(=O)N(C)Cc1ccco1	-9
66	COc1ccc(CCNC(=O)c2ccc(NC(=O)CC3SC(N4CCCCC4)=NC3=O)cc2)cc1OC (stereo not drawn)	21
67	CN(C)c1ncnc2c1nnn2C1OC(CO)C(O)C1O (stereo not drawn)	-7
68	CN(C)CC/C=C1\c2cc(Cl)ccc2Sc2cc(F)c(F)cc21	-14
69	CC1CCCC(NC(=O)CN2C(=O)NC(C)(c3cc(F)ccc3F)C2=O)C1C (stereo not drawn)	14
70	Cc1cc(C)c(C(=O)COC(=O)CN2C(=O)NC3(CCCC3)C2=O)cc1C	-5
71	CC1COC(=C2C(=O)OCC2C)C1 (stereo not drawn)	-5
72	CC1CC(=O)Nc2ccccc2N1C(=O)COc1ccccc1C(N)=O (stereo not drawn)	2
73	CC1(c2ccccc2)OC(C(=O)O)=CC1=O (stereo not drawn)	-1
74	O=c1cc(-c2ccccc2O)nc(-c2ccccc2)[nH]1	-8
75	O=C1OCCN1N=Cc1ccco1	-1

Shown with each value named: 2 of the compounds above.
53	C[C@@H]1CN([C@H](C)CO)C(=O)CCCn2cc(nn2)CO[C@H]1CN(C)S(=O)(=O)c1ccccc1C#N
  RXFP1 antag: 7
54	CC(=O)Nc1ccc(S(=O)(=O)Nc2ccc([N+](=O)[O-])cc2)cc1
  RXFP1 antag: -10

Other results
#	smiles	RXFP1 antag
76	Cc1ccc(-c2cc3nc(C)cc(N4CCN(C(=O)c5ccoc5)CC4)n3n2)cc1	-3
77	CCOc1ccccc1N1CC(C(=O)Nc2cc(S(=O)(=O)N3CCOCC3)ccc2OC(C)C)CC1=O (stereo not drawn)	6
78	CN1CCCN(C(=O)CNC(=O)c2ccccc2F)CC1	-13
79	CC(C)/C(=N\NC(=O)Nc1ccccc1)c1ccccc1	5
80	CC(=NNC(=O)c1ccncc1)c1cccc(Br)c1	-2
81	COc1ccc(C(=O)N2CCOC2CNC(=O)C(=O)NCc2ccc(C)cc2)cc1 (stereo not drawn)	2
82	Cc1[nH]c(SCC(=O)Nc2cc(C(N)=O)cc(C(N)=O)c2)nc1Cc1ccccc1	-1
83	CCC(=O)c1cccc(-c2ccccc2)c1CC	-38
84	O=C(NCCCCCCCN1CCCCCCC1)C(C1CCCCC1)C1CCCCC1	-15
85	CCCn1c(=S)[nH]c2cc(C(=O)N3CCN(c4ccc(F)cc4)CC3)ccc2c1=O	-19
86	Cc1ccc2c(c1)C1C[N+](C)(CC(=O)c3ccccc3)CCC1N2C(=O)c1ccccc1Cl (stereo not drawn)	-4
87	CC(=O)O/N=C/c1c(N2CCOCC2)n(C)c2ccccc12	10
88	COC(=O)CN1C(=O)COc2ccc(S(=O)(=O)N3CCCCC3)cc21	5
89	Cc1cnc(C(=O)OCC(=O)c2cc(C)n(CCc3ccc(F)cc3)c2C)cn1	1
90	COc1ccc(OCC(=O)N2c3ccccc3CC2C)c([N+](=O)[O-])c1 (stereo not drawn)	-14
91	COc1ccccc1CNC(=O)CN(C)CC(=O)Nc1ccc(F)c(F)c1F	0
92	CC(C)(C)Cc1c(-c2ccc(C#N)cc2)nc2ccc(Cl)cn12	5
93	COP(=O)(OC)C(Nc1ccc(C)cc1)c1ccc(Br)cc1 (stereo not drawn)	-30
94	COc1ccccc1NC(=O)COc1ccc(C(F)(F)F)cc1[N+](=O)[O-]	3
95	CCN1CCN(c2c(Cl)cccc2NC(=O)c2cc3ccccc3o2)CC1	4
96	O=c1cc(-c2ccccc2)oc2ccc3ccccc3c12	-9
97	NS(=O)(=O)c1cccc(NC(=O)COC(=O)Cc2ccc(S(=O)(=O)N3CCOCC3)s2)c1	-4
98	O=C(c1ccoc1)N1CCN(c2cc(-c3cccc(F)c3)nc3cc(-c4cccc(Cl)c4)nn23)CC1	12
99	O=C(Nc1nnc(-c2ccco2)o1)c1ccc(Br)s1	7
100	CC12CCCCC1C(C(N)=O)C(=O)O2 (stereo not drawn)	-7
101	O=C(CNS(=O)(=O)c1c(F)cccc1F)NC1CCCc2ccccc21 (stereo not drawn)	-3
102	COc1ccc(S(=O)(=O)N2CCCN(CC(=O)Nc3ccc(OC)c(Cl)c3)CC2)cc1	2
103	COc1cc(NC(=O)c2ccccc2[N+](=O)[O-])ccc1NC(=O)c1cc2ccccc2o1	-13
104	Cc1ccc(S(=O)(=O)N(C)C)cc1NC(=O)c1cc(-c2ccncc2)nc2ccccc12	-7
105	O=C(COC(=O)CNC(=O)c1ccc(F)cc1)NC1CCCc2ccccc21 (stereo not drawn)	-8
106	O=C(CN1C(=O)NC(c2ccc(F)cc2)C1=O)NC1CCCCC1 (stereo not drawn)	-1
107	COc1ccc(C(=O)NCC(=O)OCC(=O)N2CC(C)OC(C)C2)cc1OC (stereo not drawn)	-3
108	O=C(Nc1nc(-c2ccc3c(c2)OCCO3)cs1)c1ccc(Br)o1	2
109	COc1ccccc1C#Cc1cnc2c(c1)C(=O)N([C@H](C)CO)C[C@@H](C)[C@@H](CN(C)C(=O)c1ccc3c(c1)OCO3)O2	4
110	C[C@H](CO)N1C[C@H](C)[C@@H](CN(C)Cc2ccc(C(=O)O)cc2)OCc2cnnn2CCCC1=O	1
111	CCNc1cc2c(cc1O)CCC1C2CCC2(C)C(O)CCC12 (stereo not drawn)	-5
112	CCC/C=C/c1ccc(CN2C(C(C)C)C(=O)N(Cc3cn(CCOCOC)nn3)CCS2(=O)=O)cc1 (stereo not drawn)	-1
113	CCN(CC)C(=O)C1=C(C)N(Cc2ccc(OC)cc2)C(=O)C(CC(=O)NCCCCc2ccccc2)C1 (stereo not drawn)	3
114	O=C(OC1C[C@H]2CC[C@@H](C1)[N+]21CCCC1)C(O)(c1ccccc1)c1ccccc1 (stereo partly drawn)	-8
115	COc1ccc(C(C)(C)C)cc1NC(=O)COc1ccc(-c2nnco2)cc1	-17
116	C[C@@H]1CN([C@H](C)CO)C(=O)c2cc(Br)cnc2O[C@@H]1CN(C)Cc1ccc(F)cc1	13
117	Cc1ccc(C(=O)Nc2ccccc2C(=O)N2CC(C)OC(C)C2)cc1 (stereo not drawn)	0

5 compounds already listed, arranged by molar mass, low to high:
#	smiles	RXFP1 antag
115	COc1ccc(C(C)(C)C)cc1NC(=O)COc1ccc(-c2nnco2)cc1	-17
107	COc1ccc(C(=O)NCC(=O)OCC(=O)N2CC(C)OC(C)C2)cc1OC (stereo not drawn)	-3
103	COc1cc(NC(=O)c2ccccc2[N+](=O)[O-])ccc1NC(=O)c1cc2ccccc2o1	-13
112	CCC/C=C/c1ccc(CN2C(C(C)C)C(=O)N(Cc3cn(CCOCOC)nn3)CCS2(=O)=O)cc1 (stereo not drawn)	-1
109	COc1ccccc1C#Cc1cnc2c(c1)C(=O)N([C@H](C)CO)C[C@@H](C)[C@@H](CN(C)C(=O)c1ccc3c(c1)OCO3)O2	4
